Vif-A3F inh: Vif-A3F binding inhibition; HeLa A3F-eYFP + Vif (tagged APOBEC3F with the HIV-1 protein that degrades it), YFP fluorescence increase; Potency, µM (series often up to 46.1 µM), for inactives: top-dose activity, negative = active; 0.2% of 390,000 active; AID 602313; also: potency is read from the fitted curve at half-maximal effect; % of control where 0% means no effect; nearly all actives have a fitted effect of over 65% in size
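Fluorescence increase (Ex 488/Em 500-530) after overnight compound treatment at 37 deg C flags inhibition of Vif-driven A3F-eYFP loss in stable HeLa A3F-eYFP/Vif cells seeded overnight beforehand.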
ALOX12 inh: blocks human arachidonate 12S-lipoxygenase; purified 12hLO, xylenol orange hydroperoxide absorbance; 1.1% of 580,000 active; P18054; Potency, µM (titrated, usually from 108 µM), for inactives: top-dose activity change, negative = inhibition, usual class: inhibitors; also: potency is read from the fitted curve at half-maximal effect; % is scaled to controls: 0 for no effect and ±100 for the full control effect
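Purified human 12hLO at 150 nM in 25 mM Hepes, 0.01% Triton X-100, pH 7.0, preincubated 15 min at room temperature with compound. Reaction started with 40 uM arachidonic acid, 30 min at room temperature. Hydroperoxide measured by Fe-xylenol orange, 573/405 nm absorbance ratio.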
GRP78 ERSR act: ER stress response induction in glioma. U87-MG GRP78 promoter luciferase reporter, 16 h. Potency, µM, inactives show at the top dose activation, most hits filed as activators. 0.02% of 420,000 active. AID 602332; also: potency is read from the fitted curve at half-maximal effect; series mostly up to about 76 µM; % of control where 0% means no effect; nearly all actives have a fitted effect of over 35% in size
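Stably transfected U87-MG glioma cells carrying a GRP78-based luciferase sensor; 16 h compound incubation. Luminescence end-point read 10 min after Bright-Glo addition at room temperature.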
ERG Ets-DNA blk: blocks human ERG Ets domain binding to DNA; fluorescence polarization, His-ERG Ets domain / labelled DNA; Potency, µM (series often up to 76.9 µM), without a hit: at the top dose FP activity, negative = inhibition, hits mostly inhibitors; 0.028% of 370,000 active; AID 624246; active = well fitted inhibition curve with a large enough effect in the polarisation, with a control signal flat; inconclusive = small, poorly fitted or top-dose-only effect, or effect the other way, or a change in a side signal; inactive = no such curve, though single readings can be large or run the other way; the % refers to the polarisation;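 also: polarization taken with two DNA probes labelled with fluorescein and Texas red; potency is read from the fitted curve at half-maximal effect; % of control where 0% means no effect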
Target sequence (P11308 whole entry, looked up, the tested form may be a part): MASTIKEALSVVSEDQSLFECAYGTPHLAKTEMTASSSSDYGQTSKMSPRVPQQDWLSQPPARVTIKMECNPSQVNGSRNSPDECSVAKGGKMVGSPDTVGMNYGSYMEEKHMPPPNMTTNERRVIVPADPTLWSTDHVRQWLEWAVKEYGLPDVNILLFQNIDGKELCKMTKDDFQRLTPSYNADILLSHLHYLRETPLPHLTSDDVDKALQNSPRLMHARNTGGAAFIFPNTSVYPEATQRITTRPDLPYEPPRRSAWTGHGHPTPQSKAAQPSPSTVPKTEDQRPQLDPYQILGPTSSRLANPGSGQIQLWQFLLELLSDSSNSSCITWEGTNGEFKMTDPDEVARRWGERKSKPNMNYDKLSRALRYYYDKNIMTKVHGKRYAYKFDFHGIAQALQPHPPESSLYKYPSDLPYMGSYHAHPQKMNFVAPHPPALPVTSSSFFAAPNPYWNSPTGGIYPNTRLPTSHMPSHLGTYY
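His-tagged ERG Ets domain (1 uM in the protein solution; 300mM KCl, 50mM Tris-HCl, 1mM EDTA, 1mM DTT, pH 7.5) received compound, then a probe mix of 5 nM fluorescein-DNA and 100nM Texas-615-DNA. Fluorescence polarization was read for both dyes.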
D2 antagonist: D2 dopamine receptor (human) antagonism; P14416; HEK293 TREx D2 cells, calcium flux, dopamine EC80; inhibition, % at 10 µM; 2% of 340,000 active; in the data active = inhibition above about 30%; also: 0% is about no effect
Target sequence (P14416 whole entry, looked up): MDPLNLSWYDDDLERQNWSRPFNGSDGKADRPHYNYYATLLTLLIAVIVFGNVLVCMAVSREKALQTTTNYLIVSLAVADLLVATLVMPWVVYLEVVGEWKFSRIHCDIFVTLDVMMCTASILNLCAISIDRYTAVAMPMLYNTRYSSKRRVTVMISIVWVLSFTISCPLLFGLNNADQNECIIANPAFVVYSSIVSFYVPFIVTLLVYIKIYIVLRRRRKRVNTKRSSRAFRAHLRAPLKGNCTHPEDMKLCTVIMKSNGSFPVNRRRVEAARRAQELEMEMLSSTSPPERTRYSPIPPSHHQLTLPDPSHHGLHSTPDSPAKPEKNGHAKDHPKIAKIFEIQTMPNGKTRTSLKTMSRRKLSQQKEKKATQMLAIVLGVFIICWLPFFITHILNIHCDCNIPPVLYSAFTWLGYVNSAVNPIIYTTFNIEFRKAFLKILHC
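Antagonism is scored as inhibition of an EC80 dopamine-evoked calcium signal in a force-coupled, tetracycline-inducible HEK293 T-REx D2 line, with compound present 180 s before agonist.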
D2 agonist: D2 dopamine receptor (human) agonism | P14416 | HEK293 T-REx D2 cells, calcium flux agonist mode | activation, % at 2 µM | 0.53% of 340,000 active | AID 485358;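 active = activation over 3 SD above normal in the single-dose calcium agonist read, cut at about 30% in these data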; also: 0% is about no effect
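Agonism scored from kinetic calcium signal (1 read/sec, 180 s) following compound pin transfer, after a 10 s baseline. Cells: HEK293 Trex line expressing inducible D2 receptor coupled to calcium, dye-loaded after overnight culture at 30 C.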
Vif-A3G inh: blocks the Vif interaction with human APOBEC3G; AID 602310; HeLa A3G-eYFP + Vif (tagged APOBEC3G with the HIV-1 protein that degrades it), YFP fluorescence, overnight; 0.076% of 410,000 active; Potency, µM (top dose mostly 46.1 µM), for inactives: at the top dose activity, negative = active, hits mostly inhibitors; Q9HC16;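 also: potency is read from the fitted curve at half-maximal effect; % is scaled to controls: 0 for no effect and ±100 for the full control effect; nearly all actives have a fitted effect of over 60% in size; hits raise eYFP signal because A3G escapes Vif-driven loss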
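Read-out is eYFP fluorescence (Ex 488/Em 500-530) from Vif-expressing HeLa A3G-eYFP cells; more signal means A3G escaped Vif-mediated degradation. Cells plated overnight, compound pinned in, incubated overnight at 37 deg C.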
LDHA block: blocks human lactate dehydrogenase A; activity change, % (values are at about 110 or 230 µM); 0.15% of 480,000 active; P00338; purified LDHA, NADH/diaphorase-resazurin fluorescence; hits give low values; AID 1347041; in the data active = activity change below about -30%; inconclusive = mostly about -25% to -30%;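 also: plate controls were DMSO wells for no effect and wells without enzyme for full effect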
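Resorufin fluorescence (ex540/em590), read at 0 and 20 min after diaphorase/resazurin addition, reports the NADH left after a 5 min room-temperature reaction of 2 nM human LDH5 with 0.06 mM NADH and 0.2 mM pyruvate.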
RGS4 inhibitor: blocks human RGS4-accelerated GTP hydrolysis. P49798. Transcreener GDP fluorescence polarization, RGS4-accelerated GTP hydrolysis. Potency, µM (top dose mostly 114 µM), for the others: at the top dose activity change, negative = inhibition, most hits filed as inhibitors. 0.039% of 390,000 active. AID 504845; also: potency is read from the fitted curve at half-maximal effect; % is scaled to controls: 0 for no effect and ±100 for the full control effect; nearly all actives have a fitted effect of over 75% in size; some results filed as inactive show a strong effect at the top dose
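MLSMR compounds (23 nl, pin-transferred) preincubated 10 min at room temperature with a 500nM (2x) first reagent, then RGS4 at 900nM (2x) plus Transcreener GDP mix added; fluorescence polarization (620/688 nm) read before and after 90 min at 30 °C.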
Starred values were filed as active, the others as inactive; ? = inconclusive; . = no result given; & = joins results of further samples; [ ] = dose if it differs, or a comment. Unless noted, calls follow the shape of the dose curve; as a rule, active = well fitted curve in the direction sought with a large enough effect; inconclusive = small, poorly fitted or top-dose-only effect, or another doubt; inactive = no such curve, though single readings can be large; an effect the other way counts as inactive or inconclusive. An excerpt; the hit share may differ from the screen's.

No. | Molecule | Vif-A3F inh | ALOX12 inh | GRP78 ERSR act | ERG Ets-DNA blk | D2 antagonist
1 | Cc1ccc(-c2noc(-c3ccc(N4CCN(C)CC4)c([N+](=O)[O-])c3)n2)cc1 | -12% | -15% | 2% | 3% | .
2 | Cc1ccc2c(CC(=O)Nc3ccc(S(=O)(=O)N4CCCCC4)cc3)coc2c1C | 1% | -25% | -4% | -2% | .
3 | N#Cc1c(N)nc(-c2ccccc2)nc1-c1ccccc1 | -17% | -27% | -4% | . | -17
4 | CCn1ncc(Cl)c1C(=O)NC(=S)Nc1c(C)cc(C)cc1[N+](=O)[O-] | 1% | -11% | -3% | -6% | -2
5 | COc1ccc(NC(=O)Nc2cccc3c2O[C@H](CN(C)C(=O)Nc2c(C)noc2C)[C@@H](C)CN([C@H](C)CO)C3=O)cc1 | 0% | 0% | -4% | -4% | .
6 | O=C(Cc1ccccc1)Nc1ccccc1C(=O)O | 2% | -6% | -5% | 2% | -13
7 | COc1cc2c(cc1OC)C1=NC(=O)CN1C(SCc1ccccc1C)=N2 | -3% | 0% | -2% | 5% | .
8 | CC(C)C(=O)N1CCN(c2ccccc2NC(=O)COc2ccccc2)CC1 | -2% | 1% | 0% | -10% | 17
9 | COC(=O)Cc1c(C)c2ccc(OCC(=O)c3ccc(OC)c(OC)c3)cc2oc1=O | 4% | -1% | -2% | 5% | -10
10 | CCn1c(=O)cc(SCC(=O)Nc2cccc(C)n2)c2ccccc21 | -31% | -12% | -2% | 6% | 25
11 | CCN(CC)C(=O)Cn1cc(S(=O)(=O)CC(=O)N2CCCCCC2)c2ccccc21 | 6% | -2% | -1% | -5% | 0
12 | OC(CN1CCN(c2ccc(F)cc2)CC1)c1ccc(Cl)cc1 (configuration not stated) | 3% | ? | -5% | 2% | .

No. | D2 agonist | Vif-A3G inh | LDHA block | RGS4 inhibitor
1 | -1.5 | 5% | -3 | 22%
2 | 0.4 | -2% | 3 | -38%
3 | 1.2 | 0% | -6 | -1%
4 | -1.9 | 5% | -3 | -4%
5 | . | 4% | -4 | 3%
6 | 0.1 | -1% | -4 | -3%
7 | . | 2% | 0 | -6%
8 | -1.3 | -10% | -2 | 3%
9 | 0.8 | 2% | -8 | -25%[56.9 µM]
10 | -1.4 | -3% | -2 | 8%
11 | 1.4 | 1% | -1 | 4%
12 | . | 2% | -11 | -7%

Following part
No. | Molecule | Vif-A3F inh | ALOX12 inh | GRP78 ERSR act | ERG Ets-DNA blk | D2 antagonist
13 | Cc1ccc(C(=O)Nc2ncccc2C)cc1S(=O)(=O)N1CCCCC1 | -4% | 10% | -2% | 17% | 6
14 | CCOC(=O)C1(CC2CCCCO2)CCN(C(=O)NCc2ccccc2)CC1 (configuration not stated) | 1% | -20% | -4% | -1%[15.4 µM] | -1
15 | COc1ccc(-n2nc3c(N4CCC(C(=O)N5CCCCCC5)CC4)nnc(C)c3c2C)cc1 | -2% | 4% | -4% | -1% | -9
16 | O=C(C1COc2ccccc2O1)N1CCn2c(nc3ccccc32)C1 (configuration not stated) | 1% | 458%[activator] | 0% | 13% | .
17 | COc1cccc(C(=O)NNC(=O)c2ccc3ccccc3c2)c1 | 1% | 0% | 2% | -1% | .
18 | O=C(NCC(c1ccco1)N1CCc2ccccc2C1)c1ccccc1 (configuration not stated) | 1% | ? | -3% | 2% | 10
19 | O=C(NCCc1ccccc1)c1cc(=O)c2ccccc2o1 | 5% | -15% | 1% | 7% | -5
20 | Cc1cc2nc(-c3cccc(NC(=O)c4ccc(Br)o4)c3C)oc2cc1C | -3% | -25% | 0% | . | -5
21 | Cc1cc(C)c(NC(=O)CN2C(=O)c3cccnc3Oc3ccc(C)cc32)c(C)c1 | -10% | -14% | -3% | 6% | .
22 | O=C(Nc1ccccc1C(=O)Nc1ccc2c(c1)OCO2)c1ccco1 | -11% | -14% | 0% | 3% | 9
23 | CCOC(=O)C1=C(C)Nc2ccccc2N=C1NC(=O)c1cc(C)on1 | -3% | -16% | -1% | 5% | 1
24 | O=C(NNC(=O)C1CCCO1)c1ccc(Br)cc1 (configuration not stated) | -5% | 31%[activator] | 0% | 4% | -7

No. | D2 agonist | Vif-A3G inh | LDHA block | RGS4 inhibitor
13 | 0.0 | 2% | -2 | 14%
14 | 0.7 | 0% | -3 | 7%
15 | 20 | -1% | -6 | 11%
16 | . | 4% | 1 | -4%
17 | . | -9% | -4 | -28%
18 | 0.1 | 2% | -3 | -4%
19 | -0.3 | -5% | -2 | -24%
20 | 1.3 | -1% | -2 | -5%
21 | -0.1 | -5% | 1 | -17%
22 | -0.4 | -9% | -4 | 29%
23 | 0.1 | 0% | -1 | 6%
24 | 0.1 | 0% | -11 | 4%

Copied from the entries so far for reference:
No. | Molecule | Vif-A3F inh | ALOX12 inh | GRP78 ERSR act | ERG Ets-DNA blk | D2 antagonist
14 | CCOC(=O)C1(CC2CCCCO2)CCN(C(=O)NCc2ccccc2)CC1 (configuration not stated) | 1% | -20% | -4% | -1%[15.4 µM] | -1
15 | COc1ccc(-n2nc3c(N4CCC(C(=O)N5CCCCCC5)CC4)nnc(C)c3c2C)cc1 | -2% | 4% | -4% | -1% | -9

No. | D2 agonist | Vif-A3G inh | LDHA block | RGS4 inhibitor
14 | 0.7 | 0% | -3 | 7%
15 | 20 | -1% | -6 | 11%

Later entries
No. | Molecule | Vif-A3F inh | ALOX12 inh | GRP78 ERSR act | ERG Ets-DNA blk | D2 antagonist
25 | C=CCNC(=O)/C(C#N)=C/c1c(C)nn(-c2ccc(Cl)cc2)c1Cl | -3% | ? | 5% | -2% | -14
26 | COc1ccc(CNC(=O)c2sc3nc4n(c(=O)c3c2C)CCCC4)cc1 | . | -7% | . | -1% | .
27 | CCOC(=O)N1CCN(C(=O)CS(=O)(=O)Cc2nc(-c3ccccc3C)oc2C)CC1 | -3% | -9% | -2% | 5% | -3
28 | CC(C)(C)CC(=O)Nc1nnc(SCC(=O)Nc2ccccc2F)s1 | 4% | -9% | 1% | 2% | -33
29 | CC(=O)c1ccc(N2CCN(C(=O)CCC(=O)Nc3ccc4nc(N5CCN(C)CC5)cc(C)c4c3)CC2)cc1 | -9% | -10% | 0% | -5% | 15
30 | O=C1C(c2ccccc2)=NCCN1C(c1ccc(F)cc1)c1nc2ccccc2[nH]1 (configuration not stated) | . | -12% | -1% | . | .
31 | COc1ccc(CN2CCC(=O)N([C@H](CO)Cc3ccccc3)CC2)cc1OC | -4% | 6% | -5%&-2% | 11% | -2
32 | CCOc1ccc(CCNC(=O)c2sc3nc4n(c(=O)c3c2C)CCCC4)cc1 | -3% | -28% | -1% | -3% | .
33 | CCN(Cc1cnn(C)c1)C(=O)c1ccc2nc(Cc3ccccc3F)oc2c1 | 0% | 12% | 1% | . | .
34 | Cc1nc(SCCOc2ccccc2F)[nH]c(=O)c1Cc1ccccc1 | 5% | 20%&0% | 0% | -10%&0% | 4
35 | Cc1c(C(=O)N2CCCC2)oc2c1-c1nn(CC(=O)NCCCOC(C)C)cc1CC2 | 0%&9% | ? | -1%&-1% | 2%&-1% | 35*
36 | CC(C)OC(=O)N(C)C[C@H]1OCc2cn(nn2)CCCC(=O)N([C@H](C)CO)C[C@@H]1C | -7% | -13% | -1% | . | .

No. | D2 agonist | Vif-A3G inh | LDHA block | RGS4 inhibitor
25 | -0.4 | 1% | -6 | 17%
26 | 5.0 | . | -1 | -5%
27 | 0.2 | 3% | -5 | 3%
28 | 0.0 | 0% | -3 | 32%
29 | -0.4 | 2% | -1 | -31%
30 | . | -5% | -7 | .
31 | 4.2 | 3%&0% | 1 | -5%
32 | -1.4 | -1% | -1 | 8%
33 | . | -1% | -7 | .
34 | -0.8&-0.8 | -18% | -9&-5 | -12%&7%
35 | -0.5&-1.3 | 2%&-7% | 9&29 | 21%&17%
36 | . | 6% | -1 | .

Further results follow:
No. | Molecule | Vif-A3F inh | ALOX12 inh | GRP78 ERSR act | ERG Ets-DNA blk | D2 antagonist
37 | O=C(NCc1ccccc1)C(c1ccccc1)N(C(=O)c1csnn1)c1ccc(F)cc1 (configuration not stated) | 11% | ? | -7% | 3% | .
38 | CCc1ccc(-c2nn(CC(=O)NC3CCCC3)c3c2cnc2ccc(C)cc23)cc1 | -6% | -19% | -1% | 2% | .
39 | CN(C)C(=O)CSc1nnc(Cc2ccccc2)n1CC1CCCO1 (configuration not stated) | 4% | 2% | -2% | 6% | 12
40 | CC(=O)CCc1ccc(OCC(O)CNC2CCCc3ccccc32)cc1 (configuration not stated) | -2% | -11% | -2% | -6% | -2
41 | Oc1cccc(Nc2nc(NCC3CCCO3)c3ccccc3n2)c1 (configuration not stated) | -5% | . | -5% | 12% | -16

No. | D2 agonist | Vif-A3G inh | LDHA block | RGS4 inhibitor
37 | . | -2% | -6 | 2%
38 | -0.8 | -2% | -8 | 4%
39 | 1.6 | -3% | 0 | 29%
40 | 0.6 | -1% | -10 | 1%
41 | -0.1 | -14% | -6 | 10%[11.4 µM]

By substructure, those above containing bromine.
No. | Molecule | Vif-A3F inh | ALOX12 inh | GRP78 ERSR act | ERG Ets-DNA blk | D2 antagonist
20 | Cc1cc2nc(-c3cccc(NC(=O)c4ccc(Br)o4)c3C)oc2cc1C | -3% | -25% | 0% | . | -5
24 | O=C(NNC(=O)C1CCCO1)c1ccc(Br)cc1 (configuration not stated) | -5% | 31%[activator] | 0% | 4% | -7

No. | D2 agonist | Vif-A3G inh | LDHA block | RGS4 inhibitor
20 | 1.3 | -1% | -2 | -5%
24 | 0.1 | 0% | -11 | 4%

Assay outcomes as filed in PubChem.
